Screening results (PubChem)
HEK cytotox = cytotoxic compounds in HEK 293 cells. hit rate 6.6% among 94,000. Potency, µM (top dose mostly 115 µM), for inactives: top-dose activity change, negative = cytotoxicity, actives largely listed as inhibitors. HEK 293 viability, ATP luminescence (CellTiter-Glo), 48-72 h; note: potency is the fitted concentration of half-maximal effect; nearly all actives have a fitted effect of over 60% in size
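Viability of HEK 293 cells, plated at 250 cells/well, was judged by cellular ATP after compound treatment for 48 or 72 hr. Luminescence was imaged 10 min after CellTiter-Glo addition at room temperature.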
GPT2 inh = inhibitors of human GPT2 alanine aminotransferase | Recombinant GPT2, coupled pyruvate oxidase/HRP Amplex Red fluorescence | Potency, µM (doses to about 57.7 µM), inactives show top-dose activity change, negative = inhibition, actives largely listed as inhibitors | hit rate 0.25% among 100,000; note: potency is the fitted concentration of half-maximal effect; nearly all actives have a fitted effect of over 60% in size; many of its hits are not listed in these tables
Target sequence (Q8TD30 whole entry, looked up): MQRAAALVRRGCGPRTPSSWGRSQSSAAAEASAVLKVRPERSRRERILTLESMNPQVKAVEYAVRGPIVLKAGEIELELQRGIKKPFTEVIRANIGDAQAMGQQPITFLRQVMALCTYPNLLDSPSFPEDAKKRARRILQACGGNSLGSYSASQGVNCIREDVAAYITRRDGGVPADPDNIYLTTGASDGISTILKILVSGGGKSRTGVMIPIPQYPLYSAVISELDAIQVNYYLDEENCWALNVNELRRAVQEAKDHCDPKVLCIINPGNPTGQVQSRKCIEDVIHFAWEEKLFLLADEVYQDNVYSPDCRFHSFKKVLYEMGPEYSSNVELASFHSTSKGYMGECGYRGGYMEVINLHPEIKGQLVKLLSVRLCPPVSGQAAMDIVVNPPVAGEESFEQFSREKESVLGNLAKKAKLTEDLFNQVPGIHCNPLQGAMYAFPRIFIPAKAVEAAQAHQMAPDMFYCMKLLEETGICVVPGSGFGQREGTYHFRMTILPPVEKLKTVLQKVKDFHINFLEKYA
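Fluorescence of coupled pyruvate oxidase/HRP/Amplex Red system (50uM Amplex, 30 min, dark) reports pyruvate formed by GPT2. Enzyme reaction: 10ng/uL GPT2, 2mM L-alanine, 250uM a-KG, 30 min room temperature, pH 7.5; 50uM AOA control.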
SNCA viab count = reduces viability of HEK-293 SNCA reporter cells | hit rate 0.12% among 150,000 | Potency, µM (highest dose often 57.1 µM), for the others: at the top dose activity change, negative = cytotoxicity, most hits filed as cytotoxic | HEK-293-SNCA-luc viability, GF-AFC fluorescence, 24 h;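 note: potency is the fitted concentration of half-maximal effect; 0% = DMSO-treated cells and -100% = medium-only wells without cells; nearly all actives have a fitted effect of over 30% in size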
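HEK-293-SNCA-luc cells (1500/well) plated 24 h, then exposed 24 h to a dilution series; GF-AFC added 30 min at 37C, fluorescence 405/540 nm; normalised to medium-only and DMSO wells, Hill fit.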
SNCA expr inh = SNCA gene expression inhibition. HEK-293 SNCA-luciferase knock-in, luminescence, 24 h. Potency, µM (highest dose often 57.2 µM), for inactives: at the top dose activity change, negative = inhibition, most hits filed as inhibitors. hit rate 0.17% among 140,000. AID 1671194;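 note: potency is the fitted concentration of half-maximal effect; plate controls were DMSO cells for no effect and cell-free wells for full effect; nearly all actives have a fitted effect of over 45% in size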
IP6K1 inhibitor = IP6K1 kinase inhibition; Q92551; IP6K1 kinase, ADP-Glo luminescence, 2 h; hits give low values; activity change, % (series mostly up to about 58 µM); hit rate 0.81% among 140,000; in the data active = activity change below about -25%
Target sequence (Q92551 whole entry, looked up): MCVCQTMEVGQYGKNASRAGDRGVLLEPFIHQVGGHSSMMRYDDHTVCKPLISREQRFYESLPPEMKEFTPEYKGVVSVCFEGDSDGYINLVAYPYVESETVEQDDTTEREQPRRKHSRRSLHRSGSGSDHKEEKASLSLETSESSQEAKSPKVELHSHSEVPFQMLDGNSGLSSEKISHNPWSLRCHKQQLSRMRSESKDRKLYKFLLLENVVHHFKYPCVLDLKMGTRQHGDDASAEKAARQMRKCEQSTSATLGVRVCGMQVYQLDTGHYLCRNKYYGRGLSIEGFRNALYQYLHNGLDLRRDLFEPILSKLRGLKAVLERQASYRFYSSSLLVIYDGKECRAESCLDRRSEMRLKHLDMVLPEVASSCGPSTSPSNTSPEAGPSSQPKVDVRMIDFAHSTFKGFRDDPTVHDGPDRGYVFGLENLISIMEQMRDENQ
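ADP-Glo luminescence measures ADP made by human IP6K1 during a 2 h RT reaction with ATP/IP6 (mix at 1.3 mM/130 uM); top library doses 57.5 and 19.1 uM final.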
FLuc inh = inhibitors of firefly (Photinus pyralis) luciferase. Potency, µM (highest dose often 115 µM), for inactives: at the top dose activity change, negative = inhibition, usual class: inhibitors. purified P. pyralis luciferase, luminescence, biochemical. P08659. hit rate 2.5% among 76,000; note: potency is the fitted concentration of half-maximal effect; nearly all actives have a fitted effect of over 65% in size
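Biochemical qHTS: compound (6-point titration) added to 10uM D-luciferin plus 10uM ATP in Tris acetate pH 7.5 buffer with Mg, Tween-20 and BSA, then purified enzyme at 10nM; light output imaged.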
3T3 cytotox = kills NIH 3T3 cells | NIH 3T3 viability, CellTiter-Glo ATP luminescence, 48-72 h | Potency, µM (top dose mostly 96.7 µM), without a hit: top-dose activity change, negative = cytotoxicity, actives largely listed as inhibitors | hit rate 4.3% among 94,000 | AID 1345082; note: potency is the fitted concentration of half-maximal effect; nearly all actives have a fitted effect of over 55% in size
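First NIH 3T3 cells are plated at 400 cells/well; next compound is pinned in; then plates incubate 48 or 72 hr at 37 °C; finally CellTiter-Glo is added and luminescence read after 10 min.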
Active calls of the source: *; i = inactive; ? = inconclusive; nt = no result given; [ ] = dose if it differs, or a comment. Unless noted, calls come from the whole dose curve; as a rule, active = well fitted curve in the direction sought with a large enough effect; inconclusive = small, poorly fitted or top-dose-only effect, or another doubt; inactive = no such curve, though single readings can be large; an effect the other way counts as inactive or inconclusive. Unless noted, % is set by controls: 0 for no effect and ±100 for the full control effect. Hits appear at their usual frequency; about 7.8% have a hit in one of these screens.

SMILES | HEK cytotox | GPT2 inh | SNCA viab count | SNCA expr inh | IP6K1 inhibitor | FLuc inh | 3T3 cytotox
Cc1cccc(OC[C@H]2C[C@@H](NCc3ccc(C)o3)[C@H](O)[C@@H]2O)n1 | i | 1%[88.5 µM] | 3%[87.6 µM] | -5%[87.6 µM] | 2 | -4%[172 µM] | 1%[174 µM]
CCn1ccc(C(=O)NC2CCCN(c3cc(-c4ccc(Cl)cc4)[nH]n3)C2)n1 (configuration not stated) | ? | 0% | -17% | 53%[activator] | 0 | 35µM* | ?
Cc1cc(C[C@@H]2COC[C@@H]2NC(=O)c2c(-c3ccccc3)noc2C)on1 | -9% | i | 1% | 14% | 5 | 1% | i
Cc1ccc(NC(=O)Cn2cc3c(n2)CCCC3)c(C)c1 | nt | nt | 0% | 23% | 3 | nt | nt
COc1ccc(N2CCN(C(=O)Nc3cccc(C(F)(F)F)c3)CC2)cc1 | nt | nt | -1% | 2% | -4 | nt | nt
O=C(CCOc1ccccc1)N(Cc1cccnc1)c1nc2c(Cl)cccc2s1 | nt | nt | -4% | 14% | 8 | nt | nt
CNC(=O)[C@@H]1CN(C(=O)Cc2c[nH]c3ccccc23)C[C@H]1COC | ? | -4% | -8% | 6% | 2 | -2% | i
Cc1ccc(NC(=O)c2cnc(N3CCCC3)nc2C)cc1F | nt | nt | 2% | 46%[activator] | 0 | nt | nt
O=C(NC1CC1)c1ccn2nccc2c1 | -1%[230 µM] | i | -2%[87.6 µM] | 4%[87.6 µM] | -12 | -1%[230 µM] | 2%[174 µM]
CCC(CC)c1nc(COC(=O)C2=CN(Cc3ccc(OC)cc3)S(=O)(=O)N=C2C)no1 | ? | 2% | -6% | ? | -2 | 2% | ?
O=C(Cn1c(=O)n(Cc2ccc3c(c2)OCO3)c(=O)c2oc3ccccc3c21)Nc1ccccc1 | nt | nt | -8% | 6% | -1 | nt | nt
NC(N)=N[C@@H](CCC(=O)O)C(=O)O | nt | -15% | -8% | 17% | nt | nt | nt
CCN(CC)S(=O)(=O)c1nnc(NC(=O)COc2ccccc2)s1 | nt | nt | 11% | 12% | 12 | nt | nt
CCOc1ccccc1NC(=O)N1CCC(n2c(C)nc3cccnc32)CC1 | nt | nt | -1% | 10% | 2 | nt | nt
CCOC(=O)c1c(Nc2ccc(C)c(C)c2)nnc(-c2ccccc2)c1-c1ccccc1 | nt | nt | -1% | ? | 16 | nt | nt

Just SNCA viab count, for four of the compounds above:
Structure	SNCA viab count
Cc1ccc(NC(=O)Cn2cc3c(n2)CCCC3)c(C)c1	0%
COc1ccc(N2CCN(C(=O)Nc3cccc(C(F)(F)F)c3)CC2)cc1	-1%
Cc1cc(C[C@@H]2COC[C@@H]2NC(=O)c2c(-c3ccccc3)noc2C)on1	1%
Cc1cccc(OC[C@H]2C[C@@H](NCc3ccc(C)o3)[C@H](O)[C@@H]2O)n1	3%[87.6 µM]

Continued:
SMILES | HEK cytotox | GPT2 inh | SNCA viab count | SNCA expr inh | IP6K1 inhibitor | FLuc inh | 3T3 cytotox
COc1ccc(NC(=O)CSc2cn(CC(=O)N3CCOCC3)c3ccccc23)cc1OC | nt | nt | -13% | 10% | 16 | nt | nt
CN1C(=O)Cc2ccccc2C1C(=O)N1CCN(c2ccc(F)cc2)CC1 (configuration not stated) | -1% | 1% | -9% | 1% | 6 | -5% | -2%
COc1ccc(NC(=O)CN2CCN(c3ccccc3F)CC2)c(OC)c1 | nt | nt | -2% | 17% | 1 | nt | nt
O=C1c2c(nc(CN3CCC(F)(F)CC3)n2Cc2ccccc2)NCCN1Cc1cccc(Cl)c1 | ? | -16% | -27% | ? | -19 | -1% | ?
COc1cc(NC(=O)Cn2c(=O)oc3cc(S(=O)(=O)N4CCCCCC4)ccc32)cc(OC)c1 | nt | nt | -6% | ? | 19 | nt | nt
O=C1NCC(=O)N2CC3(CCN(C(=O)C4CCCCC4)CC3)CC12 (configuration not stated) | i | i | 6% | 6% | 18 | nt | -6%
CN1C[C@@H]2CC[C@H](C1)N(Cc1cccc(OCCN3CCOCC3)c1)C2 | i | -10% | -4% | -9% | -3 | 7% | 4%
Cc1ccc(CN2CCc3nc(C(=O)Nc4cccnc4)oc3CC2)cc1 | ? | 2%[88.5 µM] | -8%[87.6 µM] | 87%[activator][87.6 µM] | 6 | ? | ?
Cc1nn(C)c(C)c1CCN(C)Cc1ccc(=O)n(C)c1 | -3% | 2% | -19% | -14% | 2 | -7% | -10%
O=C(Nc1cccc(F)c1)N1CC2CC(C1)[C@H]1CCCC(=O)N1C2 (some centres not stated) | 2% | 1% | -2% | ? | 6 | -1% | i
CCOCCNC(=O)c1c(C)nc2cnccn12 | i | nt | nt | nt | 2 | nt | -12%[138 µM]
O=c1[nH]c(=O)n([C@H]2C[C@H](O)[C@@H](CO)O2)cc1I | nt | i | -14%[23.9 µM] | 35%[25.6 µM] | 4 | nt | nt
CC(=O)N1CC2(CCN(CC3CCCCC3)C2)Cc2ccccc21 (configuration not stated) | ? | 0% | -6% | ? | -8 | nt | -12%
COc1cccc(CNC(=O)Cn2cc3c(n2)-c2c(oc(C(=O)N4CCCC4)c2C)CC3)c1 | nt | nt | -8% | -21% | 13 | nt | nt
CC(NC(=O)C1(c2ccc(NS(C)(=O)=O)cc2)CCCCC1)c1ccc(F)cc1 (configuration not stated) | ? | ? | -10% | -22% | 10 | -3% | -23%
O=C(Cc1ccccn1)NC1CCCN(CCn2nc3n(c2=O)CCCC3)C1 (configuration not stated) | -3% | nt | nt | nt | 7 | nt | -20%
Cc1ccc(OCC(=O)OCc2cc(=O)n3nc(C4CC4)sc3n2)cc1 | nt | nt | -6% | 5% | -3 | nt | nt
CNC(=O)c1cc(C)nc2onc(C3CCN(C(=O)NC4CCCC4)C3)c12 (configuration not stated) | i | nt | nt | nt | 4 | nt | -19%
COc1ccc(-n2nc(C)c([C@@H]3C=C[C@@H](NC(=O)NCc4ccccc4)C3)c2C)cc1 | ? | i | ? | -69%[87.6 µM] | -5 | 1.1µM* | ?
CCc1nn(Cc2ccc(Cl)cc2)c(=O)c2cc3cc(C)ccc3n12 | nt | nt | 10% | -3% | -7 | nt | nt
CCOCCCNC(=O)C1CCCCN1Cc1ccc(-c2ccccc2OC)cc1 (configuration not stated) | ? | nt | nt | nt | 12 | nt | ?
Cc1cccc(C(=O)N2CCC(Cc3ncc(C)n3CC3CC3)CC2)c1 | -16% | -35% | 13% | ? | 5 | nt | ?
COc1ccccc1CCNC(=O)C(C)Sc1nc(-c2ccccc2)cc(C(F)(F)F)n1 (configuration not stated) | nt | nt | -3% | 20% | 31 | nt | nt
Cc1cccc(-c2nc3cc(C(=O)NCc4cccs4)ccc3o2)n1 | ? | i | 1% | 9% | 14 | nt | ?
COC1CCCN(c2ccc(C(=O)NCCCn3ccnc3C(C)C)cn2)C1 (configuration not stated) | 0% | -19% | -8% | 7% | 3 | 1% | i
Cn1ncc(N2CCOC(CCNC(=O)C3(C)CC3)C2)cc1=O (configuration not stated) | 1% | 4% | 0% | 7% | 19 | -1% | -4%
O=C(COc1ccccc1)NC1CCc2n[nH]c(=O)n2CC1 (configuration not stated) | i | -7% | -7% | 1% | -5 | 0% | 0%
O=C(NCc1ccccc1)c1cnc2n1CCN(Cc1cccs1)CC2 | ? | -1%[88.5 µM] | -13%[87.6 µM] | ? | -10 | -4%[172 µM] | 32µM*
Cc1nn(C)c(C)c1-c1ccnc(NCCC2(O)CCN(C)CC2)n1 | -21% | -16% | -8% | -19% | 1 | -2% | -10%
CCOCCCNC(=O)c1cc(-c2cccc(F)c2)nc2c1cnn2C | ? | nt | nt | nt | 1 | nt | ?

Some of the entries above in another layout:
Second line of a record – HEK cytotox, GPT2 inh, SNCA viab count, SNCA expr inh, IP6K1 inhibitor, FLuc inh, 3T3 cytotox
> Cc1cccc(-c2nc3cc(C(=O)NCc4cccs4)ccc3o2)n1
    ?, i, 1%, 9%, 14, nt, ?
> Cc1ccc(OCC(=O)OCc2cc(=O)n3nc(C4CC4)sc3n2)cc1
    nt, nt, -6%, 5%, -3, nt, nt

Continuation:
SMILES | HEK cytotox | GPT2 inh | SNCA viab count | SNCA expr inh | IP6K1 inhibitor | FLuc inh | 3T3 cytotox
Cn1ncc2c(C(=O)NCc3cccc(Cl)c3)cc(-c3ccsc3)nc21 | 32µM* | 5% | -2% | -12% | 5 | nt | 16µM*
Fc1ccc(CN2CCC(Cc3nc(-c4cccnc4)n[nH]3)C2)cc1F (configuration not stated) | ? | i | 3% | 24% | 0 | -8% | -21%
CC(=O)NO | nt | i | -16%[23.9 µM] | -26%[25.6 µM] | -28* | nt | nt
CCCCC(=O)Nc1nnc(S(=O)(=O)N(C)Cc2ccccc2)s1 | nt | nt | 3% | 1% | 16 | nt | nt
COc1ccccc1CNC(=O)C(Cc1ccccc1)NS(=O)(=O)c1ccc2c(c1)CCN2C(C)=O (configuration not stated) | nt | nt | -15% | 8% | -1 | nt | nt
Cc1ccc(C(=O)NC2CCN(c3cnn(C)c(=O)c3)CC2)cc1F | 3% | i | -11% | -2% | 15 | -10% | -1%
Cc1ccc2onc(CNC(=O)Nc3ccccc3C#N)c2c1 | nt | nt | 5% | 26% | -13 | nt | nt
CC1CCC2(CC1)NC(=O)N(CC(=O)NC1CCCCC1)C2=O (configuration not stated) | -21% | 4% | 6% | 32%[activator] | 10 | -4% | ?
CCCNC(=O)N[C@@H]1C[C@H](COc2cccc(C)n2)[C@@H](O)[C@H]1O | 1%[172 µM] | -41%[88.5 µM] | -4%[87.6 µM] | -2%[87.6 µM] | 7 | -7%[172 µM] | -8%[174 µM]
CN1C(=O)[C@@H]2C[C@@H](CN2Cc2ccc(Cl)cc2)Oc2ccccc21 | ? | -3%[88.5 µM] | -23%[87.6 µM] | -3%[87.6 µM] | -10 | -16%[172 µM] | ?
Clc1ccc(-c2cnc([C@@H]3COCCN3CC3CC3)[nH]2)s1 | 89µM* | 2%[88.5 µM] | -4%[87.6 µM] | -19%[87.6 µM] | 12 | 0%[172 µM] | ?
COCCCNC(=O)CSc1nc2c(sc3ccccc32)c(=O)n1CCc1ccc(OC)c(OC)c1 | nt | nt | ? | 12% | 23 | nt | nt
CC(=O)N1CCCN(C(=O)c2ccc3nnc(C4CCOCC4)n3c2)CC1 | -2%[172 µM] | nt | nt | nt | -2 | nt | -19%[138 µM]
O=C(Nc1cccc(C(F)(F)F)c1)O[C@@H]1CO[C@H]2[C@@H]1OC[C@@H]2NC(=O)c1ccccc1 | ? | 1% | -9% | -16% | 7 | 1% | ?
O=C(Cn1nc2c(cc1=O)CCCC2)NC1CCCCC1 | 3% | -3% | -5% | 10% | 9 | -8% | i
O=C1Nc2ccccc2CC12CCCCN2Cc1ccc(C(F)(F)F)cc1 (configuration not stated) | -26% | 4% | 10% | -28% | 10 | -13% | -26%
